Epigenetic reg – regulators of epigenetic silencing causing reporter derepression in mouse cells; murine LDR cells, GFP reporter derepression, 30 h; Potency, µM (titrated, usually from 53.9 µM), for the others: at the highest dose GFP activation, hits mostly activators; 280,000 compounds, 0.2% hits; AID 1865; note: potency is the fitted concentration of half-maximal effect; % of control where 0% means no effect; nearly all actives have a fitted effect of over 60% in size
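In this reporter-derepression format, murine cells bearing a silenced integrated CMV-GFP locus incubate with test compound (30 h, 37 C), then are washed and imaged; fluorescent objects of 20–120 um count as induced cells.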
NPSR antagonist – neuropeptide S receptor (human) antagonism, cAMP. Q6W5P4. CHO-NPSR cells, cAMP TR-FRET, antagonist mode. Potency, µM (titrated, usually from 38.3 µM), for inactives: at the highest dose activity change, negative = inhibition, usual class: inhibitors. 220,000 compounds, 1% hits. AID 1461; note: potency is the fitted concentration of half-maximal effect; % is set by controls: 0 for no effect and ±100 for the full control effect; nearly all actives have a fitted effect of over 50% in size; many of its hits are not listed in these tables
Target sequence (Q6W5P4 whole entry, looked up): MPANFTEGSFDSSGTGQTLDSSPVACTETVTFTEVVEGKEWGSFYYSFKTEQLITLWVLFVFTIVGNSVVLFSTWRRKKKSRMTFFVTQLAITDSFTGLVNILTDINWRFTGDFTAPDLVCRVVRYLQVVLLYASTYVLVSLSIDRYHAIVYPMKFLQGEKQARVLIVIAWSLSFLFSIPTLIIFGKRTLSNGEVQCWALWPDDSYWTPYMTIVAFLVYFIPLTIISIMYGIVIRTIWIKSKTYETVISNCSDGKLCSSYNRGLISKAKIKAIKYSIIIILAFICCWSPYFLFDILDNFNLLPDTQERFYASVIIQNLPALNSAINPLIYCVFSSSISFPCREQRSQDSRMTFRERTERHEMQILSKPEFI
aGal spleen mod – inhibits or activates alpha-galactosidase in human spleen homogenate. P06280. human spleen homogenate, 4MU-alpha-Gal fluorescence, 40 min. Potency, µM (highest dose often 80 µM), without a hit: at the top dose activity change, negative = inhibition, actives largely listed as inhibitors. 240,000 compounds, 0.008% hits. AID 2107;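 note: potency is the fitted concentration of half-maximal effect; 0% = enzyme with vehicle and -100% = no enzyme basal signal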
Target sequence (P06280 32-429 limits assumed): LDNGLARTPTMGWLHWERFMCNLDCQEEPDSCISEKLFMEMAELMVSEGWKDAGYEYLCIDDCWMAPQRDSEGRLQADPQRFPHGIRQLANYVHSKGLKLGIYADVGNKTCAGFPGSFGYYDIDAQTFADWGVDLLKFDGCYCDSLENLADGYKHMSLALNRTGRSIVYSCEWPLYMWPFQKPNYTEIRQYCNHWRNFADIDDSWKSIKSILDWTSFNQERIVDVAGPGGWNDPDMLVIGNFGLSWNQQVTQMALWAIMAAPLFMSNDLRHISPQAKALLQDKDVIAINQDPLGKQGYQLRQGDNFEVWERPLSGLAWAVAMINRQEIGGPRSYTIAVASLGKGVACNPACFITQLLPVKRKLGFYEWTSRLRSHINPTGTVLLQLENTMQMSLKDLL
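Human spleen homogenate (1 ug) as enzyme source, 4-methylumbelliferyl-alpha-D-galactopyranoside 1 mM final, citrate/phosphate pH 5.0 with 0.01% Tween-20. Compounds 40 min at 37C, NaOH/glycine stop; fluorescence Ex 365/Em 440, Hill-fit AC50.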
Tau fluor cs – counter-screen for tau fibril formation inhibitors | tau K18 P301L Alexa594 fluorescence, heparin fibrillization | Potency, µM (series often up to 57.7 µM), inactives show top-dose activity change, negative = decrease | 280,000 compounds, 0.93% hits | AID 1463; note: potency is the fitted concentration of half-maximal effect; % is set by controls: 0 for no effect and ±100 for the full control effect; nearly all actives have a fitted effect of over 55% in size
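Human tau K18 P301L (15 uM unlabeled, 0.24 uM Alexa 594-labeled) in 100 mM sodium acetate pH 7 with 20 uM heparin, 6 hr at 37 C. ThT 30 uM added, 1 hr ambient; Alexa 594 FP and total fluorescence read at 555/632 nm.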
CBFb RUNX1 block – blocks binding between human CBF-beta and RUNX1; Q01196+Q13951; AlphaScreen CBFb-His/RUNX1-biotin binding, biochemical; Potency, µM (highest dose often 59.8 µM), for inactives: top-dose activity, negative = inhibition, hits mostly inhibitors; 230,000 tested, under 10 active; note: % of control where 0% means no effect
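Compounds were screened at multiple concentrations against a preformed CBF-beta(His)/RUNX1(biotin) complex (30 nM of each) for 15 min at room temperature, followed by 90 min with nickel and streptavidin beads and AlphaScreen reading.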
Tau fibril FP – tau fibrillization inhibition (FP) | P10636 | K18 P301L tau heparin fibrillization, Alexa594 FP, 6 h | Potency, µM (doses to about 57.7 µM), inactives show at the top dose activity, negative = inhibition, hits mostly inhibitors | 280,000 compounds, 0.39% hits; note: potency is the fitted concentration of half-maximal effect; % is set by controls: 0 for no effect and ±100 for the full control effect; nearly all actives have a fitted effect of over 55% in size
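FP of Alexa 594-tau after heparin (20 uM) induction. Substrate: human K18 P301L, 15 uM unlabeled, 0.24 uM labeled. Buffer 100 mM sodium acetate pH 7. 6 hr, 37 C.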
TR SRC2 fluor cs – Texas Red fluorescence interference in TRb-SRC2 counter-screen | TRb/SRC2 Texas Red total fluorescence interference | Potency, µM (top dose mostly 106 µM), inactives show top-dose fluorescence change, negative = quenching | 280,000 compounds, 0.29% hits | AID 1479; active = well fitted curve in either direction with a large enough effect; inconclusive = small, poorly fitted or top-dose-only effect; note: potency is the fitted concentration of half-maximal effect; % is set by controls: 0 for no effect and ±100 for the full control effect
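Human TRb ligand-binding domain at 0.6 uM with 20 nM Texas Red SRC2 peptide in Tris buffer containing 1 uM T3 and 5% DMSO, incubated with compound 5 h at ambient temperature. Total fluorescence (555/632 nm) calculated as parallel + 2 × perpendicular.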
TRb SRC2 PPI – TRbeta-SRC2 interaction inhibition; TRbeta-SRC2 peptide binding, fluorescence polarization; receptor liganded with 1 µM T3; Potency, µM (series often up to 106 µM), for the others: at the top dose activity change, negative = inhibition, actives largely listed as inhibitors; 280,000 compounds, 0.065% hits; AID 1469;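 note: potency is the fitted concentration of half-maximal effect; plate controls were bound peptide for no effect and peptide without receptor for full effect; nearly all actives have a fitted effect of over 50% in size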
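Assay buffer: 20 mM Tris-HCl, 100 mM NaCl, 10% glycerol, 1 mM EDTA, 0.01% NP-40, 1 mM DTT, 1 uM T3, 5% DMSO; TRb LBD 0.6 uM, Texas Red SRC2 20 nM; FP after 5 hr.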
* = called active by the depositor; ? = inconclusive; . = no result given; [ ] = remark or other dose. Unless noted, calls come from the whole dose curve; as a rule, active = well fitted curve in the direction sought with a large enough effect; inconclusive = small, poorly fitted or top-dose-only effect, or another doubt; inactive = no such curve, though single readings can be large; an effect the other way counts as inactive or inconclusive. The list is partial; count on the stated rates, not on these rows.

SMILES | Epigenetic reg | NPSR antagonist | aGal spleen mod | Tau fluor cs | CBFb RUNX1 block | Tau fibril FP | TR SRC2 fluor cs | TRb SRC2 PPI
O=C(CCc1nc2ccccc2c(=O)[nH]1)NCc1ccccn1 | 2.8% | 13% | ? | -13% | 7% | ? | 1% | -2%
CC(=O)NNC(=O)c1nc(-c2ccccc2)c(C)o1 | 0.0% | -4% | -10% | -4% | -1% | -4% | -3% | 3%
O=[N+]([O-])c1cnc(Sc2ccncn2)s1 | 0.5% | ? | 5% | ? | 4% | ? | -1% | 1%
Cc1cc(C)nc(SCC(=O)N/N=C\C(Br)=C\c2ccccc2)n1 | -1.6% | 8% | 2% | -21% | 19% | ? | 0% | 2%
COc1ccc(N2CCN(CC(=O)Nc3nc4c(s3)CC(C)CC4)CC2)cc1 (stereo not given) | -1.3% | -9%[46.1 µM] | -3% | -30% | ? | 14% | -2% | -4%
CC(C)Oc1cc(S(=O)(=O)N2CCCCC2)ccc1N | 0.0% | 11% | 14% | -6% | -8% | 1% | 3% | 4%
COc1ccc(N2C(=O)CC(NNC(=O)c3cc(C)oc3C)C2=O)cc1 (stereo not given) | 1.3% | 3% | -6% | 2% | -1% | 10% | 7% | -2%
OC1(c2cccs2)CN(c2ccccc2)C2=[N+]1CCCC2 (stereo not given) | -3.4% | 5% | -2% | -2% | 6% | -3% | 0% | -1%
CCCn1c(SCc2ccc(Cl)cc2)nc2c1c(=O)[nH]c(=O)n2C | 1.0% | -10%[46.1 µM] | -16% | -7% | 3% | 4% | -1% | -2%
Cc1ccc(-c2nc(-c3cc4c([nH]c3=O)CC(C)(C)CC4=O)sc2C)cc1 | 2.6% | . | . | -12% | . | -1% | -1% | -3%
COc1ccc2c(c1)c(C(=O)OCCN(C)C)c(C)n2C | 1.9% | -5%[46.1 µM] | 2% | 7% | 5% | 2% | -1% | -8%
CC(C)CCOc1ccc(Cl)cc1CN1CCOCC1 | -2.5% | ? | -2% | -4% | 9% | 10% | -4% | -17%
O=C(Nc1ccc2c(c1)nc1n2CCSC1)c1ccco1 | -3.6% | 8%[46.1 µM] | 1% | 2% | 0% | -1% | 2% | 5%
Cc1nn(-c2ccc(N3CCCCC3)nn2)c(C)c1CCC(=O)NCc1ccccc1 | 0.0% | . | . | -4% | . | -2% | -4% | -3%
Cc1cccc(NC(=O)c2cnn(C)c2)c1C | 1.0% | 9% | 5% | 19% | 11% | -6% | -5% | 4%
CCOC(=O)C1=C(CN2CC(C)CC(C)C2)NC(=O)NC1c1ccc2c(c1)OCO2 (stereo not given) | 0.2% | 10% | -4% | -11% | -3% | -1% | -5% | 5%
NC(=O)c1ccc(NCc2ccco2)c([N+](=O)[O-])c1 | -3.5% | -4%[46.1 µM] | -2% | -11% | -6% | 0% | 0% | 7%
Cn1ccnc1SCc1cn2cc(Br)ccc2n1 | -0.1% | 2%[46.1 µM] | 1% | 0% | 5% | -3% | 0% | 0%
Cc1ccc[n+](Cc2ccc([N+](=O)[O-])cc2)c1 | -1.6% | -15% | 5% | -13% | 4% | -6% | 0% | -10%
CC(=O)c1ccc(OCCCC(=O)NC(C)c2ccc(S(N)(=O)=O)cc2)cc1 (stereo not given) | -0.4% | 13% | -1% | -5% | 0% | -5% | 0% | 4%

An excerpt from above in order of SMILES length, ascending.
SMILES | Epigenetic reg | NPSR antagonist | aGal spleen mod | Tau fluor cs | CBFb RUNX1 block | Tau fibril FP | TR SRC2 fluor cs | TRb SRC2 PPI
Cn1ccnc1SCc1cn2cc(Br)ccc2n1 | -0.1% | 2%[46.1 µM] | 1% | 0% | 5% | -3% | 0% | 0%
COc1ccc2c(c1)c(C(=O)OCCN(C)C)c(C)n2C | 1.9% | -5%[46.1 µM] | 2% | 7% | 5% | 2% | -1% | -8%
O=C(CCc1nc2ccccc2c(=O)[nH]1)NCc1ccccn1 | 2.8% | 13% | ? | -13% | 7% | ? | 1% | -2%
CCCn1c(SCc2ccc(Cl)cc2)nc2c1c(=O)[nH]c(=O)n2C | 1.0% | -10%[46.1 µM] | -16% | -7% | 3% | 4% | -1% | -2%
Cc1ccc(-c2nc(-c3cc4c([nH]c3=O)CC(C)(C)CC4=O)sc2C)cc1 | 2.6% | . | . | -12% | . | -1% | -1% | -3%
CCOC(=O)C1=C(CN2CC(C)CC(C)C2)NC(=O)NC1c1ccc2c(c1)OCO2 (stereo not given) | 0.2% | 10% | -4% | -11% | -3% | -1% | -5% | 5%

Next section
SMILES | Epigenetic reg | NPSR antagonist | aGal spleen mod | Tau fluor cs | CBFb RUNX1 block | Tau fibril FP | TR SRC2 fluor cs | TRb SRC2 PPI
Cc1ccc(S(=O)(=O)c2cn(CC(=O)Nc3ccc4c(c3)OCO4)c3ccccc3c2=O)cc1 | 0.2% | . | . | ? | . | 5% | 0% | -5%
COc1ccc(-c2cc(NCc3ccc(C)cc3)n3cnnc3n2)cc1 | -1.5% | . | . | -9% | . | 3% | -3% | 0%
COc1ccc(C(C)N2CC34C=CC(O3)C(C(=O)OCC(C)C)C4C2=O)cc1 (stereo not given) | 2.9% | 13% | -8% | -12% | 0% | -6% | -1% | -9%
COc1ccc(N(CC(=O)NCc2ccco2)S(=O)(=O)c2ccccc2)cc1 | -4.8% | 11% | -2% | -23% | -9% | 4% | -1% | -1%

Structural class: the compounds so far containing a halogen.
SMILES | Epigenetic reg | NPSR antagonist | aGal spleen mod | Tau fluor cs | CBFb RUNX1 block | Tau fibril FP | TR SRC2 fluor cs | TRb SRC2 PPI
Cc1cc(C)nc(SCC(=O)N/N=C\C(Br)=C\c2ccccc2)n1 | -1.6% | 8% | 2% | -21% | 19% | ? | 0% | 2%
CCCn1c(SCc2ccc(Cl)cc2)nc2c1c(=O)[nH]c(=O)n2C | 1.0% | -10%[46.1 µM] | -16% | -7% | 3% | 4% | -1% | -2%
CC(C)CCOc1ccc(Cl)cc1CN1CCOCC1 | -2.5% | ? | -2% | -4% | 9% | 10% | -4% | -17%
Cn1ccnc1SCc1cn2cc(Br)ccc2n1 | -0.1% | 2%[46.1 µM] | 1% | 0% | 5% | -3% | 0% | 0%

High-throughput results from PubChem BioAssay.
